IDH1 mut inh: blocks human IDH1 R132H reductase activity; O75874; diaphorase/resazurin fluorescence, 60 min; inhibition, % at 10 µM; 0.18% of 70,000 active; in the data active = inhibition above about 34%;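 note: 0% = DMSO and 100% = no enzyme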
Target sequence (O75874 whole entry R132H): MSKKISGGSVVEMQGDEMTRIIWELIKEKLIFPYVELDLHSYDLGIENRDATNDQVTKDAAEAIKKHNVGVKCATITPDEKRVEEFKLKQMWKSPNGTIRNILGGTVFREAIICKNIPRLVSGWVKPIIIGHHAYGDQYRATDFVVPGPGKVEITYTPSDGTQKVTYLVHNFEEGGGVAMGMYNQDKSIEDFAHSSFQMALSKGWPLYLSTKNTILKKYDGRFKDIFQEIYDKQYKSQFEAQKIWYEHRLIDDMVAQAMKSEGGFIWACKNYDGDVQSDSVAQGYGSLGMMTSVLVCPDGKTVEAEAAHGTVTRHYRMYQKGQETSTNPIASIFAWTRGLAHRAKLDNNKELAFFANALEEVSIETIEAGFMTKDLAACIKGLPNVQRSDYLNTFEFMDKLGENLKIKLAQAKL
EZH2 inh: EZH2 (human) methyltransferase inhibition; Q15910; PRC2 H3K27 methylation, DELFIA TRF, 1 h; inhibition, % at 12.5 µM; 0.35% of 57,000 active; AID 651548;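 active = mean inhibition of replicates at least 50% and every single replicate also reaching 50%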;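 note: dimethyl H3K27 on biotinylated H3 21-44 peptide detected by antibody; plate controls were median neutral control wells for no effect and median positive control wells for full effect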
Starred values were filed as active, the others as inactive; · = not tested or not shown; & = joins results of further samples.

Sample of the layout (3 entries):
Molecule	IDH1 mut inh	EZH2 inh
CO[C@H](CN(C)Cc1ccc(-c2ccccn2)cc1)[C@H](C)CN(C(=O)Nc1ccc(F)cc1)[C@@H](C)CO	-0.2	1
CNC[C@H]1Oc2ccc(NC(=O)NC(C)C)cc2C(=O)N([C@@H](C)CO)C[C@@H]1C	6.6	0
COc1ccc(NC(=O)N(C)C[C@H]2Oc3ccc(NS(=O)(=O)c4cccs4)cc3CC(=O)N([C@H](C)CO)C[C@@H]2C)cc1	-2.8	·

This part in full, previewed entries included:
Molecule	IDH1 mut inh	EZH2 inh
CO[C@H](CN(C)Cc1ccc(-c2ccccn2)cc1)[C@H](C)CN(C(=O)Nc1ccc(F)cc1)[C@@H](C)CO	-0.2	1
CNC[C@H]1Oc2ccc(NC(=O)NC(C)C)cc2C(=O)N([C@@H](C)CO)C[C@@H]1C	6.6	0
COc1ccc(NC(=O)N(C)C[C@H]2Oc3ccc(NS(=O)(=O)c4cccs4)cc3CC(=O)N([C@H](C)CO)C[C@@H]2C)cc1	-2.8	·
CS(=O)(=O)Nc1ccc2c(c1)[C@H]1C[C@@H](CC(=O)N3CCc4ccccc4C3)O[C@H](CO)[C@H]1O2	-2.8	-1
O=C(C[C@@H]1C=C[C@H](NC(=O)C2CCOCC2)[C@H](CO)O1)Nc1ccc(-c2ccccc2)cc1	0.1	-1
C[C@@H]1CN([C@H](C)CO)C(=O)c2cc(C#Cc3ccccc3F)cnc2O[C@H]1CN(C)C(=O)c1ccc2c(c1)OCO2	-7.9	-6
COc1cccc(C(=O)Nc2sc3c(c2C(=O)NCc2cccnc2)CCCC3)c1	-0.1	4
C[C@H]1CN([C@@H](C)CO)C(=O)c2cc(C3=CCCCC3)cnc2O[C@@H]1CN(C)C(=O)c1cccnc1	·	18
C[C@@H]1CN([C@@H](C)CO)C(=O)c2cc(-c3cncnc3)cnc2O[C@@H]1CN(C)Cc1ccc(Oc2ccccc2)cc1	12	3
Cc1noc(C)c1NC(=O)Nc1ccc2c(c1)CC(=O)N([C@H](C)CO)C[C@@H](C)[C@@H](CN(C)Cc1ccncc1)O2	·	-2
COCC(=O)N(C)C[C@H]1Oc2ncc(C#CC(C)(C)O)cc2C(=O)N([C@H](C)CO)C[C@H]1C	-0.2	6
CC(C)NC(=O)N(C)C[C@H]1Oc2c(NS(=O)(=O)c3ccccc3)cccc2C(=O)N([C@@H](C)CO)C[C@H]1C	-0.1	14
O=C(NCC[C@H]1CC[C@H](NC(=O)C2CCC2)[C@@H](CO)O1)c1cc(Cl)cc(Cl)c1	-0.1	0
C[C@@H]1CN([C@H](C)CO)C(=O)Cc2cc(NS(=O)(=O)c3cccs3)ccc2O[C@H]1CN(C)S(=O)(=O)c1ccc(Cl)cc1	-0.2	·
C[C@H](CO)N1C[C@H](C)[C@@H](CN(C)Cc2ccc(C(=O)O)cc2)Oc2ccc(NC(=O)Cc3ccccc3)cc2CC1=O	1.7	8
C[C@H](CO)N1C[C@H](C)[C@@H](CN(C)S(=O)(=O)c2ccc(Cl)cc2)Oc2ccc(NC(=O)CCN3CCOCC3)cc2C1=O	·	-8
CC(NC(=O)c1ccccc1NC(=O)C1COc2ccccc2O1)c1ccccc1 (stereo not drawn)	0.0	9
CCNC(=O)C[C@@H]1C=C[C@H](NS(=O)(=O)c2ccc(C)cc2)[C@H](CO)O1	0.1	2
C[C@H]1CN([C@@H](C)CO)C(=O)Cc2cc(NC(=O)Cc3ccccc3)ccc2O[C@@H]1CN(C)C(=O)Nc1ccc(F)cc1	1.7	·
C[C@@H]1CN([C@@H](C)CO)C(=O)c2cc(C#Cc3cccc(F)c3)cnc2O[C@H]1CN(C)C(=O)C1CC1	-3.1	-2
C[C@@H]1CCCCO[C@@H](CN(C)S(=O)(=O)c2ccc(F)cc2)[C@H](C)CN([C@@H](C)CO)C(=O)c2cc(NC(=O)Cc3ccccc3)ccc2O1	2.9	·
C[C@@H]1CN([C@H](C)CO)C(=O)c2cccc(NC(=O)C3CCCCC3)c2O[C@@H]1CN(C)Cc1ccncc1	·	2
COc1ccc(NC(=O)Nc2ccc3c(c2)CC(=O)N([C@@H](C)CO)C[C@@H](C)[C@@H](CN(C)S(=O)(=O)c2cccs2)O3)cc1	-2.5	·
O=C(C[C@H]1C[C@@H]2c3cc(NC(=O)C4CCOCC4)ccc3O[C@@H]2[C@H](CO)O1)NC1CCCCC1	-0.3	15
O=C(CN1CCOCC1)N[C@@H]1CC[C@@H](CCn2cc(C3CCCCC3)nn2)O[C@@H]1CO	0.0	4
O=S(=O)(N[C@H]1CC[C@H](CCn2cc(C3(O)CCCC3)nn2)O[C@@H]1CO)c1ccccc1	0.2	-20
C[C@H](CO)N1C[C@H](C)[C@H](CN(C)C)Oc2ccc(NS(=O)(=O)c3ccc(Cl)cc3)cc2C1=O	2.9	1
CN(C)C(=O)C[C@@H]1C[C@H]2c3cc(NS(=O)(=O)c4ccc(F)cc4)ccc3O[C@H]2[C@H](CO)O1	-1.2	4
CCCNC(=O)N1C[C@@H](C)[C@@H](OC)CN(C)C(=O)c2cc(NC(=O)CC)ccc2OC[C@@H]1C	0.1	6
CCCNC(=O)C[C@@H]1C[C@H]2c3cc(NC(=O)COC)ccc3O[C@H]2[C@H](CO)O1	0.7	1
C[C@H](CO)N1C[C@H](C)[C@H](CN(C)Cc2ccc(C(F)(F)F)cc2)Oc2ccc(NC(=O)Cn3cnnn3)cc2C1=O	1.2	-13
C[C@H]1CN([C@@H](C)CO)S(=O)(=O)c2ccc(C3=CCCC3)cc2O[C@@H]1CN(C)S(C)(=O)=O	-0.3	1
O=C(Nc1ccc(C(F)(F)F)cc1)N[C@@H]1CC[C@H](CCn2cc(C3(O)CCCC3)nn2)O[C@@H]1CO	0.0	-16
C[C@@H]1CN([C@H](C)CO)S(=O)(=O)c2ccc(Br)cc2O[C@H]1CN(C)C(=O)C1CCCCC1	·	-2
Cc1ccc(S(=O)(=O)Nc2ccc3c(c2)CC(=O)N([C@@H](C)CO)C[C@@H](C)[C@@H](CN(C)S(=O)(=O)c2ccc(C)cc2)O3)cc1	-4.8	·
C[C@@H]1CN([C@@H](C)CO)C(=O)c2cc(NS(=O)(=O)c3ccc(F)cc3)ccc2O[C@@H]1CN(C)S(C)(=O)=O	0.3	·
O=C(NCC[C@@H]1CC[C@@H](NC(=O)C2CCOCC2)[C@@H](CO)O1)c1ccc(F)cc1	-0.1	5
O=C(CC1(O)C(=O)N(Cc2ccccc2)c2ccc(Cl)cc21)c1ccncc1 (stereo not drawn)	0.2	-2
CN(C)C(=O)C[C@@H]1C[C@@H]2c3cc(NS(C)(=O)=O)ccc3O[C@@H]2[C@H](CO)O1	-0.2	-4
C[C@@H]1CN([C@@H](C)CO)C(=O)c2ccccc2-c2ccccc2CO[C@@H]1CN(C)S(=O)(=O)c1ccccc1F	-0.3	0
CCC(=O)Nc1ccc2c(c1)C(=O)N(C)C[C@@H](OC)[C@@H](C)CN(C(=O)COC)[C@H](C)CO2	-0.1	4
CCCN1C[C@H](C)[C@H](OC)CN(C)C(=O)c2ccc(NC(=O)c3cccc(OC)c3)cc2OC[C@@H]1C	0.1	-4
CN1CCN(C(=O)C2=C[C@H](c3ccc4c(c3)OCO4)C[C@H](OCCCCO)O2)CC1	·	1
C[C@@H](O)C#Cc1ccc2c(c1)O[C@@H](CN(C)C(=O)CC1CC1)[C@@H](C)CN([C@@H](C)CO)S2(=O)=O	·	-8
C[C@@H]1CN([C@@H](C)CO)C(=O)c2cc(-c3cccc(F)c3)cnc2O[C@H]1CN(C)Cc1ccccn1	-0.8	16
CNC[C@H]1OCCCC[C@H](C)Oc2ccc(NS(C)(=O)=O)cc2C(=O)N([C@@H](C)CO)C[C@H]1C	·	5
C[C@H]1CN([C@@H](C)CO)C(=O)c2cc(C#Cc3cccnc3)cnc2O[C@H]1CN(C)Cc1ccc(F)cc1	0.2	-4&-1
COc1ccc(C2C(C(=O)Nc3cc(OC)c(Cl)cc3OC)=C(C)Nc3ncnn32)c(OC)c1 (stereo not drawn)	1.1	8
C[C@@H]1CN([C@@H](C)CO)C(=O)CCCn2cc(nn2)CO[C@H]1CN(C)C(=O)c1ccc2ccn(C)c2c1	-1.2	3
COc1ccc(NC(=O)CSc2nc3sc4c(c3c(=O)n2-c2ccccc2)CCCC4)c([N+](=O)[O-])c1	0.3	0
Cc1noc(C)c1S(=O)(=O)Nc1ccc2c(c1)CC(=O)N([C@H](C)CO)C[C@H](C)[C@@H](CN(C)CC1CC1)O2	1.3	·
CCS(=O)(=O)Nc1ccc2c(c1)C(=O)N(C)C[C@@H](OC)[C@H](C)CN(C(=O)C1CC1)[C@@H](C)CO2	-0.2	-5
CO[C@@H]1CN(C)C(=O)c2cc(NS(C)(=O)=O)ccc2OC[C@@H](C)N(Cc2ccccn2)C[C@H]1C	0.1	-5
O=C(CN1CCOCC1)N[C@H]1CC[C@H](CCNC(=O)C2CCCCC2)O[C@@H]1CO	0.1	-1
COC(=O)c1cc(OC)c(OC)cc1NC(=O)Cn1nnc(-c2ccccc2Cl)n1	0.0	0
C[C@H]1CN([C@@H](C)CO)C(=O)c2cccc(NS(=O)(=O)c3ccccc3)c2O[C@H]1CN(C)C(=O)Nc1ccc(F)cc1	-0.2	-6
CCCNC(=O)C[C@@H]1C[C@@H]2c3cc(NC(=O)CN(C)C)ccc3O[C@@H]2[C@@H](CO)O1	0.5	18
COc1ccc(NC(=O)C(C)N2c3cccc4cccc(c34)S2(=O)=O)cc1OC (stereo not drawn)	0.0	5
COC(=O)c1ccc(-n2c(CCC(=O)O)ccc2-c2ccc(Br)cc2)cc1	0.5	17
CN1CCN(C(=O)C[C@H]2C[C@@H]3c4cc(NS(=O)(=O)c5ccc(F)cc5)ccc4O[C@@H]3[C@H](CO)O2)CC1	0.6	-2

Complete entries, looked up by structure. Values in the order: IDH1 mut inh	EZH2 inh
Entry for CCCNC(=O)C[C@@H]1C[C@@H]2c3cc(NC(=O)CN(C)C)ccc3O[C@@H]2[C@@H](CO)O1 → 0.5	18
Entry for CN1CCN(C(=O)C[C@H]2C[C@@H]3c4cc(NS(=O)(=O)c5ccc(F)cc5)ccc4O[C@@H]3[C@H](CO)O2)CC1 → 0.6	-2
Entry for C[C@@H]1CN([C@@H](C)CO)C(=O)CCCn2cc(nn2)CO[C@H]1CN(C)C(=O)c1ccc2ccn(C)c2c1 → -1.2	3
Entry for CCS(=O)(=O)Nc1ccc2c(c1)C(=O)N(C)C[C@@H](OC)[C@H](C)CN(C(=O)C1CC1)[C@@H](C)CO2 → -0.2	-5
Entry for COC(=O)c1ccc(-n2c(CCC(=O)O)ccc2-c2ccc(Br)cc2)cc1 → 0.5	17

Later entries.
Molecule	IDH1 mut inh	EZH2 inh
CC(C)NC(=O)Nc1ccc2c(c1)C(=O)N([C@@H](C)CO)C[C@H](C)[C@@H](CN(C)S(=O)(=O)c1ccc(Cl)cc1)O2	-0.3	2
NC(=O)COc1c(-c2ccccc2)oc2ccccc2c1=O	0.8	-3
CO[C@H](CN(C)S(=O)(=O)c1ccc(C)cc1)[C@@H](C)CN([C@@H](C)CO)S(=O)(=O)c1cccc(Cl)c1	-1.4	7
O=C(C1=C[C@H](C2CCCCC2)C[C@H](OCc2ccc(CO)cc2)O1)N1CCN(Cc2ccc3c(c2)OCO3)CC1	·	22
NC(=O)c1c(NC(=O)c2cnn3c(C(F)F)cc(-c4ccccc4)nc23)sc2c1CCC2	-0.1	·
CNC[C@H]1OCc2cn(nn2)CCCC(=O)N([C@@H](C)CO)C[C@@H]1C	1.9	1
C[C@H](CO)N1C[C@H](C)[C@@H](CN(C)Cc2ccc(Cl)c(Cl)c2)Oc2c(NS(=O)(=O)c3cccs3)cccc2C1=O	0.5	-15
Cc1noc(C)c1S(=O)(=O)N(C)C[C@@H]1Oc2ccc(NC(=O)CCC(F)(F)F)cc2CC(=O)N([C@H](C)CO)C[C@H]1C	-0.1	·
CCN(CC(=O)Nc1ccc(Cl)cc1C)S(=O)(=O)c1ccc(C)cc1	1.2	-8
CNC[C@@H]1Oc2c(NC(=O)Nc3c(C)noc3C)cccc2C(=O)N([C@H](C)CO)C[C@H]1C	·	-1
C[C@@H]1CN([C@H](C)CO)C(=O)Cc2cc(NS(=O)(=O)c3cn(C)cn3)ccc2O[C@@H]1CN(C)Cc1ccccc1	1.8	0
CCCC(=O)Nc1ccc2c(c1)C(=O)N(C)C[C@@H](OC)[C@@H](C)CN(Cc1ccc(-c3ccccn3)cc1)[C@H](C)CO2	-0.2	5
C[C@H](CO)N1C[C@H](C)[C@@H](CN(C)Cc2ccncc2)Oc2ccc(NS(=O)(=O)c3ccc(F)cc3)cc2C1=O	·	12
O=C(CSc1nnc2c(n1)[nH]c1ccccc12)NCc1ccccc1	0.2	-14
C[C@H](CO)N1C[C@H](C)[C@@H](CN(C)C(=O)NC2CCCCC2)Oc2ccc(NC(=O)c3ccncc3)cc2CC1=O	4.8	14
CS(=O)(=O)Nc1ccc2c(c1)[C@@H]1C[C@H](CC(=O)N3CCCCC3)O[C@H](CO)[C@@H]1O2	-0.4	-8
Cc1ccc(S(=O)(=O)Nc2ccc3c(c2)C(=O)N([C@H](C)CO)C[C@@H](C)[C@H](CN(C)C)O3)cc1	2.4	·
C[C@H]1CN([C@@H](C)CO)C(=O)c2cc(-c3ccc(C#N)cc3)cnc2O[C@@H]1CN(C)C(=O)CC1CC1	-0.3	-2
CC(OC(=O)c1cccc(O)c1)C(=O)O (stereo not drawn)	0.3	·
C[C@@H]1CN([C@@H](C)CO)S(=O)(=O)c2ccc(-c3cncnc3)cc2O[C@@H]1CN(C)C(=O)Cc1ccccc1	0.3	-5

An excerpt (hit frequency here may not be typical).
